PhoP inhibition – inhibitors of PhoP regulon expression, primary screen, Salmonella Typhimurium, GFP reporter (AID 1863); 300,000 compounds, 0.16% hits; S. Typhimurium PhoP-regulated promoter GFP reporter, 4 h; higher % means a stronger effect; one-dose inhibition, % at 50 µM; IC50 in µM for titrated hits;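 active = inhibition over 29.93%, a cutoff 3 SD above the screen mean, later confirmed by dose response; inconclusive = inhibition over 29.93% but no dose response follow-up; inactive = inhibition at most 29.93% or unconfirmed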;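 note: 0% = low Mg2+ inducing control and 100% = high Mg2+ repressing control; strong numbers were not always called active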
Myeloid diff 2 – induction of myeloid progenitor differentiation, primary screen, cell-based, flow cytometry, MLPCN library; ER-HoxA9 myeloid progenitors, lysozyme-GFP differentiation; calls only at 10 µM; 360,000 compounds, 1% hits; AID 624256, 2012;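 active = normalized GFP-positive differentiation at or above the plate's own cutoff, the solvent-only control mean plus 3 SD; inconclusive = no clear call, values can overlap the other calls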;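 note: cells exposed to compound for four days before flow analysis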
NTR1 ag – agonists of NTR1, primary screen, imaging, U2OS cells, beta-arrestin-GFP, high content (AID 493036); NTR1-U2OS beta-arrestin-GFP spot imaging, agonist mode; activation, % at 20 µM; 330,000 compounds, 0.17% hits;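 active = activation at or above 40% of the spot to cytoplasm intensity ratio, with at least 20 cells analyzed; inconclusive = wells under 20 cells, flagged as cytotoxic or low count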;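 note: 0% = DMSO without peptide and 100% = 100 nM NTR1 peptide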
Target sequence (P30989 whole entry, looked up): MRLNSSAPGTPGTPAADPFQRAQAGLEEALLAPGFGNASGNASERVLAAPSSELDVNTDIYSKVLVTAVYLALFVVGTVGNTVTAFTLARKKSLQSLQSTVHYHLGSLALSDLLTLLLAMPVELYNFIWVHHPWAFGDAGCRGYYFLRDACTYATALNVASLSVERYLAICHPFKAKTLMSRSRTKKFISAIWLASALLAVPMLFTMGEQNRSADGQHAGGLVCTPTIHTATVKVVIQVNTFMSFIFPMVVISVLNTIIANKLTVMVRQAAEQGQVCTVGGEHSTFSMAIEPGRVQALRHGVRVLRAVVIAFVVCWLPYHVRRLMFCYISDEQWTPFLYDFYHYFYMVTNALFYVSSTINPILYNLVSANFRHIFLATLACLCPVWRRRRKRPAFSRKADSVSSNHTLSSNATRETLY
MgcRacGAP inhibition – MgcRacGAP GTPase-activating activity inhibitors, confirmation, biochemical, ADP Hunter fluorescence | Rac GTPase-activating protein 1 (Homo sapiens) | MgcRacGAP-stimulated Rac1 GTP hydrolysis, ADP Hunter fluorescence; higher % means a stronger effect; GST-tagged Rac1 F28L mutant substrate | inhibition, % at 30 µM, or IC50 in µM where a hit was titrated | 340,000 compounds, 0.6% hits | AID 624330, 2012;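 active = first-screen hits whose inhibition reached a set limit at any dose in the follow-up dose series; inconclusive = inhibition above the set first-screen limit but never retested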;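 note: fluorescence reports GDP produced by GAP-driven GTP hydrolysis; strong numbers were not always called active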
NTR1 ag cell count 20 µM – second read-out of NTR1 ag, no call of its own (marks repeat the call); cell count; measured here: cell count, cytotoxicity flag
Myeloid diff 2 GFP+ MAC1+ % – further read-out of Myeloid diff 2, marked with its call; GFP+ MAC1+ double positive, %; measured here: differentiation confirmed by MAC1 staining
* hit, by the source's call; i = inactive; ? = inconclusive; · = not tested or not shown; + = active, no number. A portion of the library, so the mix of outcomes need not match the whole.

A first look (4 entries):
SMILES	PhoP inhibition	Myeloid diff 2	Myeloid diff 2 GFP+ MAC1+ %	NTR1 ag	MgcRacGAP inhibition	others
COC1=CC(=O)[C@]2(C=C1OC)OC[C@@H]1Oc3c(ccc4c3C=CC(C)(C)O4)C(=O)[C@@H]12	·	·	·	1.6	·	NTR1 ag cell count 20 µM=73
C[C@]12CCC(=O)C[C@H]1CC[C@@H]1[C@@H]2CC[C@]2(C)[C@@H](O)CC[C@@H]12	·	·	·	-0.3	·	NTR1 ag cell count 20 µM=74
CC[C@@H]1C=CC=CC[C@H](C)[C@@H](O)[C@@H](C)C(=O)[C@H](C)[C@@H](O)[C@H](C)C(=O)[C@H](C)[C@@H](O)[C@H](C)C=CC(=O)O[C@H]2[C@@H](C)[C@@H](CC1)O[C@@]1(CC[C@@H](C)[C@@H](C[C@H](C)O)O1)[C@@H]2C	4%	·	·	-0.1	·	NTR1 ag cell count 20 µM=58
COc1cccc(C(c2nnnn2-c2ccc3c(c2)OCCO3)N2CCC(n3c(=O)[nH]c4ccccc43)CC2)c1OC (stereo not drawn)	·	+	2.6*	·	·

This part in full, from the start:
SMILES	PhoP inhibition	Myeloid diff 2	Myeloid diff 2 GFP+ MAC1+ %	NTR1 ag	MgcRacGAP inhibition	others
COC1=CC(=O)[C@]2(C=C1OC)OC[C@@H]1Oc3c(ccc4c3C=CC(C)(C)O4)C(=O)[C@@H]12	·	·	·	1.6	·	NTR1 ag cell count 20 µM=73
C[C@]12CCC(=O)C[C@H]1CC[C@@H]1[C@@H]2CC[C@]2(C)[C@@H](O)CC[C@@H]12	·	·	·	-0.3	·	NTR1 ag cell count 20 µM=74
CC[C@@H]1C=CC=CC[C@H](C)[C@@H](O)[C@@H](C)C(=O)[C@H](C)[C@@H](O)[C@H](C)C(=O)[C@H](C)[C@@H](O)[C@H](C)C=CC(=O)O[C@H]2[C@@H](C)[C@@H](CC1)O[C@@]1(CC[C@@H](C)[C@@H](C[C@H](C)O)O1)[C@@H]2C	4%	·	·	-0.1	·	NTR1 ag cell count 20 µM=58
COc1cccc(C(c2nnnn2-c2ccc3c(c2)OCCO3)N2CCC(n3c(=O)[nH]c4ccccc43)CC2)c1OC (stereo not drawn)	·	+	2.6*	·	·
S=C(NCCc1ccccc1)N1Cc2cc(Br)ccc2-n2nncc2C1	·	i	0.8	·	·
CCCCn1nnnc1C(CCSC)N1CCC2(CC1)C(=O)NCN2c1ccccc1 (stereo not drawn)	·	i	1.2	·	·
CCOC(=O)CNC(=O)N1Cc2cc(-c3ccc(OC)cc3)ccc2-n2nncc2C1	·	i	0.3	·	·
CC1=C(C)CN2CC(C#N)=C(N)C2C1 (stereo not drawn)	·	i	1.1	·	·
C[C@@H]1COc2cc(N3CCN(C)CC3)ccc2S(=O)(=O)N1	·	i	0.7	·	·
CC(C)(OOC1(c2ccccc2)NC(=O)c2ccccc21)c1ccccc1 (stereo not drawn)	·	i	1.9	·	·
Cc1ccc(NC(=O)CC[C@H]2O[C@@H](n3cnc4c(NC(=O)c5ccccc5)ncnc43)[C@H](O)[C@@H]2O)cc1C	·	i	0.3	·	·
COC(=O)[C@@H]1N=C(c2ccc(OC)cc2)O[C@]12C(=O)N(C)c1cccc(Cl)c12	·	i	1.3	·	·
O=c1[nH]c2ccccc2n1C1CCN(C(c2cc3ccccc3o2)c2nnnn2-c2ccc3c(c2)OCCO3)CC1 (stereo not drawn)	·	i	0.9	·	·
CN(Cc1cccc(-c2ccncc2)c1)C(=O)Oc1ccc([N+](=O)[O-])cc1	·	i	0.0	·	·
CCOC(=O)[C@]12Cc3ccccc3[C@H]1N(Cc1ccccc1)C(=O)c1cc(OC)ccc12	·	i	1.2	·	·
COc1ccc(-c2ccc3c(c2)CN(c2cccc(Cl)c2)Cc2cnnn2-3)cc1	·	i	2.0	·	·
CC(C)(C)n1nnnc1C(c1cccc2ccccc12)N1CCC2(CC1)C(=O)NCN2c1ccccc1 (stereo not drawn)	·	i	1.0	·	·
CCC(c1nnnn1Cc1ccccc1)N1CCC2(CC1)C(=O)NCN2c1ccccc1 (stereo not drawn)	·	i	1.2	·	·
O=c1[nH]c2ccccc2n1C1CCN(C(c2ccccc2)c2nnnn2-c2ccc3c(c2)OCCO3)CC1 (stereo not drawn)	·	i	0.6	·	·
COC(=O)[C@@H]1N=C(c2ccc(OC)cc2)O[C@]12C(=O)N(Cc1ccc(OC)cc1)c1ccccc12	·	i	1.0	·	·
Cc1cccc(C)c1-n1nnnc1C(c1cccs1)N1CCC2(CC1)C(=O)NCN2c1ccccc1 (stereo not drawn)	·	i	1.1	·	·
CCOC(=O)CNC(=O)N1Cc2cc(N3CCCCC3)ccc2-n2nncc2C1	·	i	0.5	·	·
O=C1NCN(c2ccccc2)C12CCN(C(CCc1ccccc1)c1nnnn1Cc1ccccc1)CC2 (stereo not drawn)	·	i	1.4	·	·
CCCCn1nnnc1C(C1CC1)N1CCC2(CC1)C(=O)NCN2c1ccccc1 (stereo not drawn)	·	i	1.1	·	·
O=S(=O)(c1ccccc1)C1CN1c1c(F)c(F)c(F)c(F)c1F (stereo not drawn)	·	i	0.7	·	·
CN1CCCCC1Cc1ccccc1 (stereo not drawn)	·	i	1.0	·	·
O=c1[nH]c2ccccc2n1C1CCN(C(c2cccc3ccccc23)c2nnnn2-c2ccc3c(c2)OCCO3)CC1 (stereo not drawn)	·	i	1.5	·	·
O=C1NCN(c2ccccc2)C12CCN(C(c1cccs1)c1nnnn1-c1ccc3c(c1)OCCO3)CC2 (stereo not drawn)	·	i	1.1	·	·
Cc1ccc(S(=O)(=O)N2Cc3cc(N4CCOCC4)ccc3-n3nncc3C2)cc1	·	i	0.7	·	·
CCOC(=O)[C@]12Cc3cc(C)ccc3[C@H]1N(CCC(=O)OC)C(=O)c1cc(OC)ccc12	·	i	1.7	·	·
COc1cc(O)c2c(c1)/C=C/C[C@H](O)[C@H](O)C(=O)CCC[C@H](C)OC2=O	·	i	0.5	·	·
CSCCC(c1nnnn1C(C)(C)C)N1CCC2(CC1)C(=O)NCN2c1ccccc1 (stereo not drawn)	·	i	0.7	·	·
CC[C@H]1c2ccccc2[C@@H]2CC[C@H]1N2c1ccccc1	·	i	1.7	·	·
CNC(=O)C[C@H]1CC[C@@H]2NC[C@H](O)COC[C@H]2O1	·	i	3.9	·	·
Cc1ccc(-n2c(=O)[nH]c3ccccc3c2=O)cc1[N+](=O)[O-]	·	i	0.9	·	·
CSCCC(c1nnnn1Cc1ccccc1)N1CCC(n2c(=O)[nH]c3ccccc32)CC1 (stereo not drawn)	·	?	·	·	·
O=C1C=C2c3ccccc3CC(C(=O)O)C2CC1 (stereo not drawn)	·	i	1.7	·	·
CCCCn1nnnc1C(c1ccnc2ccccc12)N1CCC2(CC1)C(=O)NCN2c1ccccc1 (stereo not drawn)	·	i	1.0	·	·
O=c1[nH]c2ccccc2n1C1CCN(C(c2nnnn2C2CCCCC2)C2CC2)CC1 (stereo not drawn)	·	i	1.2	·	·
C=C(C)CC1(CC)C(=O)NC(=S)NC1=O	·	i	1.7	·	·
CSc1ccc(NC(=O)C2(C)CCN2C(=O)C2(c3ccccc3)CC2)cc1 (stereo not drawn)	·	i	0.8	·	·
CC(=O)OC1C2(CC3N4C(=O)C5(CO)SSC4(CC31O)C(=O)N5C)OC(C)C(C)(C)C2=O (stereo not drawn)	·	·	·	·	20%
N#Cc1c(Br)n(C2OC(CO)C(O)C2O)c2ncnc(N)c12 (stereo not drawn)	·	·	·	·	1%
C=C1C(C)C2C(Cc3ccccc3)NC(=O)C23OC(=O)/C=C/C(O)CCCC(C)C/C=C/C3C1O (stereo not drawn)	·	·	·	·	4%
COc1cc2cc(C(=O)N3CC(COS(C)(=O)=O)c4ccc(O)cc43)[nH]c2c(OC)c1OC (stereo not drawn)	·	·	·	·	15%
O=C1NC2C(=CC(O)C(O)C2O)c2cc3c(c(O)c21)OCO3 (stereo not drawn)	·	·	·	·	6%
CC1=CC2OC3CC4OC(=O)C=CC=CC(C(C)O)OCC(O)C(C)CC(=O)OCC2(CC1O)C4(C)C31CO1 (stereo not drawn)	·	·	·	·	1%
COC(/C(C)=C/C=C/C(C)=C/c1coc(C)n1)C(C)C1CC(O)C2(C)OC2C=CC(C)C2CC(CC(=O)O2)CC2OC2C(=O)O1 (stereo not drawn)	·	·	·	·	1%
CSc1ccc(CN2CCN(C(=O)Cc3ccccc3)CC2)cc1	·	i	0.5	-1.4	·	NTR1 ag cell count 20 µM=62
CC[C@H]1CN2CC[C@@]3(C(=O)Nc4ccccc43)[C@@H]2C[C@@H]1/C(=C\OC)C(=O)OC	·	i	6.8	-1.5	·	NTR1 ag cell count 20 µM=75
Clc1ccccc1C1=NCc2nncn2-c2sc(Br)cc21	·	i	0.9	-0.8	·	NTR1 ag cell count 20 µM=37
COC(=O)C1C2CC[C@@H](CC1OC(=O)c1ccccc1)N2 (stereo partly drawn)	·	·	·	-0.1	-7%	NTR1 ag cell count 20 µM=68
CN1CCC23c4c5ccc(O)c4O[C@@H]2[C@H](O)C=CC3C1C5 (stereo partly drawn)	·	·	·	2.2	6%	NTR1 ag cell count 20 µM=46
COC(=O)[C@@H]1C(OC(=O)c2ccccc2)CC2CCC1N2C (stereo partly drawn)	·	·	·	0.9	4%	NTR1 ag cell count 20 µM=66
CCN1C[C@@]2(COC)C3[C@@H](OC)[C@H]4[C@@H]1[C@@]3(C1C[C@@]3(O)[C@H](OC(=O)c5ccccc5)C1[C@]4(OC(C)=O)[C@@H](O)[C@H]3OC)[C@@H](OC)C[C@H]2O (stereo partly drawn)	-8%	i	3.1	1.4	·	NTR1 ag cell count 20 µM=76
O=C(O)C(Cl)(Cl)Cl	-9%	i	2.7	-0.3	·	NTR1 ag cell count 20 µM=60
CN(C)Cc1c[nH]c2ccc([N+](=O)[O-])cc12	·	i	0.7	·	9%
O=C(NN=Cc1ccc(N(CCCl)CCCl)cc1)c1cccc([N+](=O)[O-])c1	·	i	8.6	·	7%
O=C1c2ccccc2-c2cccc3cccc1c23	·	i	2.7	·	6%
CSc1ncc(Br)c(N2CC2)n1	·	i	0.7	·	1%

More results follow.
SMILES	PhoP inhibition	Myeloid diff 2	Myeloid diff 2 GFP+ MAC1+ %	NTR1 ag	MgcRacGAP inhibition	others
COc1ccc2c(c1)NP(=S)(c1ccccc1)N2 (stereo not drawn)	·	i	0.7	·	6%
CC(=O)OC1CCC2(C)C(=CC(=O)C3C2CCC2(C)C(OC(C)=O)CCC32)C1 (stereo not drawn)	·	i	1.2	·	-6%
COc1cc([N+](=O)[O-])c2nc(C)ccc2c1[N+](=O)[O-]	·	i	1.5	·	4%
CCOC(=O)c1cccc(C2=C(CNC(C)=O)[C@H]3CC[C@@H](C2)N3Cc2ccccc2)c1	·	i	0.4	·	2%
CS(=O)(=O)c1ccc(C2=C(CNC(=O)c3cccs3)[C@H]3CC[C@@H](C2)N3Cc2ccccc2)cc1	·	i	0.4	·	0%
O=[N+]([O-])c1ccc(C(=Nc2ccccc2)N2CC2)cc1	·	i	0.6	·	-6%
Nc1ccc(-c2ccccc2)cc1	·	i	0.5	·	12%
Cc1ccccc1-c1ccc2n1Cc1cnnn1-c1ccccc1-2	·	i	0.7	·	9%
c1ccc(CN2Cc3ccccc3-n3nncc3C2)cc1	·	i	1.0	·	8%
CC1c2ccccc2-n2nncc2CN1C (stereo not drawn)	·	i	0.0	·	10%
Cc1[nH]c2ccccc2c1CN1CCCCC1	·	i	5.5	·	0%
O=C(NN=Cc1ccc(N(CCCl)CCCl)cc1)c1cccnc1	·	?	·	·	6%
O=C1NC(=O)C2(CCCc3ccc(N(CCCl)CCCl)cc32)N1 (stereo not drawn)	·	i	1.2	·	-6%

Five entries from above, ordered by molecular weight, lowest first.
SMILES	PhoP inhibition	Myeloid diff 2	Myeloid diff 2 GFP+ MAC1+ %	NTR1 ag	MgcRacGAP inhibition	others
Cc1[nH]c2ccccc2c1CN1CCCCC1	·	i	5.5	·	0%
Cc1ccccc1-c1ccc2n1Cc1cnnn1-c1ccccc1-2	·	i	0.7	·	9%
O=C1NC(=O)C2(CCCc3ccc(N(CCCl)CCCl)cc32)N1 (stereo not drawn)	·	i	1.2	·	-6%
O=C(NN=Cc1ccc(N(CCCl)CCCl)cc1)c1cccnc1	·	?	·	·	6%
CCOC(=O)c1cccc(C2=C(CNC(C)=O)[C@H]3CC[C@@H](C2)N3Cc2ccccc2)c1	·	i	0.4	·	2%
